# Screens: PubChem BioAssay, several laboratories
# BAP1 block: human BAP1 deubiquitinase inhibition. hit rate 0.48% among 72,000. activity remaining (% of control), % at 20 µM. recombinant BAP1, Ub-AMC hydrolysis fluorescence kinetic; stronger effect = lower value. Q92560;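 active means activity remaining at or below 50% of control, provided the compound also passes the data quality filters; inactive means the rest, including low values that fail the filters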;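 further: 100% = DMSO wells rate and 0% = substrate alone blank rate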
# Target sequence (Q92560 whole entry, looked up): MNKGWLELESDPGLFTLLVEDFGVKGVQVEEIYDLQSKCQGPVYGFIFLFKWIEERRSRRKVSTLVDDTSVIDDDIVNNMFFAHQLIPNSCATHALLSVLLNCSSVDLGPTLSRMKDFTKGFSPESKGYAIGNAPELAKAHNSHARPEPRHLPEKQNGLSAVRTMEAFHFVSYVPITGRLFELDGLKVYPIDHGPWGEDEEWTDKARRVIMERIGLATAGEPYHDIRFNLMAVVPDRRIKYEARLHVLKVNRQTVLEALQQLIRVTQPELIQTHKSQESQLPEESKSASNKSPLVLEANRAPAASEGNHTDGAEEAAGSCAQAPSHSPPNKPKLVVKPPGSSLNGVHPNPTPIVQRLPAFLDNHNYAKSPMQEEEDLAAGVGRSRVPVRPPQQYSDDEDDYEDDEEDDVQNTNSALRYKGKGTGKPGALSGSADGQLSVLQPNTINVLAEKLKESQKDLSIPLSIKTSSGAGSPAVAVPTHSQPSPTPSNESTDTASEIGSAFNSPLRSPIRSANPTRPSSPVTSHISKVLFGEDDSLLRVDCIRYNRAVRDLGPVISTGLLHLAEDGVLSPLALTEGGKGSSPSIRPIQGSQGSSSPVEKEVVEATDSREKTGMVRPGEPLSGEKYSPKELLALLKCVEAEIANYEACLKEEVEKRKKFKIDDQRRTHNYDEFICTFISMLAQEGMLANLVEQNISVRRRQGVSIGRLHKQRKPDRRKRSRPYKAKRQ
# HePTP inhibitor: blocks human HePTP tyrosine phosphatase | recombinant HePTP phosphatase activity, OD absorbance | inhibition, % at 20 µM | hit rate 0.64% among 110,000 | AID 521; in the data active means inhibition above about 50%;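 further: plate controls were vehicle for no effect and reference inhibitor for full effect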
# Target sequence (P35236 whole entry, looked up): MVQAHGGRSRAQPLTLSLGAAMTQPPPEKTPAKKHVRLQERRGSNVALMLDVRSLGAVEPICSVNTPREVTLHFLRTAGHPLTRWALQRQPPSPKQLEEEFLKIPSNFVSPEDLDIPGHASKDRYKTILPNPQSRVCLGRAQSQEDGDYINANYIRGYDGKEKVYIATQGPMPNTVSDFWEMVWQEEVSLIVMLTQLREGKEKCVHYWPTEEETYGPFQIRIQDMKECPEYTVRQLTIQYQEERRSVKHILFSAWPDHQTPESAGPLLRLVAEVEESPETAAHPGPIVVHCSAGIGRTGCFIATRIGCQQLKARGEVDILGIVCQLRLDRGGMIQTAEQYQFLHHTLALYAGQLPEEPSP
# * hit, by the source's call; x = not tested or not shown; & = joins results of further samples.
BAP1 block,HePTP inhibitor,SMILES
x,6,COc1ccc(C(=O)Nc2ccncc2)cc1
67,x,Cc1ccc(C(=O)Nc2ccc3oc(-c4ccccc4)nc3c2)cc1[N+](=O)[O-]
x,-8,O=C(Nc1nnc(-c2ccc([N+](=O)[O-])cc2)s1)c1cccs1
120,4,O=C(CCCN1C(=O)c2ccccc2C1=O)Nc1ccccn1
x,-3,CCOC(=O)c1c(N)n(-c2ccc(OC)cc2)c2nc3ccccc3nc12
x,4,COc1ccc(-c2cn3cc(C)ccc3n2)cc1Br
x,4,O=C(Nc1ccc2oc(-c3cccc(Cl)c3Cl)nc2c1)c1ccccc1Cl
102&99,-9,Cc1noc(NS(=O)(=O)c2ccc(N)cc2)c1C
110,-3,CC(C)(C)NC(=O)NC(=O)COC(=O)CNC(=O)c1cccc(F)c1
52,-4,CC(=O)c1cccc(NC(=O)CN(c2cccc(F)c2)S(C)(=O)=O)c1

# Other entries follow:
BAP1 block,HePTP inhibitor,SMILES
229,6,CN(C)c1oc(-c2ccccc2F)nc1C#N
103,3,COC(=O)c1cc(-c2cccc(OC)c2)on1
x,9,CCOC(=O)Cc1csc(NC(=O)COc2ccccc2[N+](=O)[O-])n1
104,6,N#Cc1cnn(CC2CCCCC2)c1N
83,12,Cc1nn(C(=O)c2ccccc2)c2c1C(=O)CC(C)(C)C2
x,10,C/C(=N\OC(=O)Nc1ccccc1)c1ccccn1
104,-13,O=C(Nc1ccc(Cl)cn1)c1cccnc1
115,-3,O=C(c1cccs1)N1CCN(Cc2cccnc2)CC1
x,0,COc1cccc(CN2CCN(C(=O)c3cc(OC)cc(OC)c3)CC2)c1
59,-1,COC(=O)c1ccccc1OCc1cccc(C)n1

# Other structures follow:
BAP1 block,HePTP inhibitor,SMILES
215,x,CCCCC(=O)Nc1c(-c2ccccc2)nc2cc(C)ccn12
100,7,CCCCOc1ccc(OCCCN2CCOCC2)cc1
x,4,Ic1ccc(-c2csc(Nc3ccc(Oc4ccccc4)cc3)n2)cc1
x,-4,CCOc1ccc(NC(=O)c2ccccc2NC(=O)c2ccc(C)cc2)cc1
x,5,O=C(NCc1cccnc1)c1ccc(C#CC2(O)CCCCC2)cc1
x,12,Cc1ccc(S(=O)(=O)/N=C2\C=CC(=O)C(Br)=C2)cc1
93,3&-13,CC1(C)Nc2ccccc2N(CCC(=O)N2CCOCC2)C1=O
x,-14,CCCCC(=O)NNC(=O)COc1ccc(Cl)cc1
x,25,Cc1ccc(N2C(=O)NC(=O)/C(=C\c3ccc(I)o3)C2=O)cc1
x,-6,CC(C)Oc1c(I)cc(I)cc1/C=C(/C#N)c1nc2ccccc2[nH]1

# (listing goes on)
BAP1 block,HePTP inhibitor,SMILES
x,-5,COC(=O)CN(c1ccccc1C)S(=O)(=O)c1ccccc1
x,4,Cc1c(N2C(=O)/C(=C/c3ccc(F)cc3)SC2=S)c(=O)n(-c2ccccc2)n1C
x,2,CCOC(=O)c1ccc(P(C)(C)=O)cc1
73,2,CC(C)C(NS(=O)(=O)c1ccc2c3c(cccc13)C(=O)N2)C(=O)O (centres undefined)
98,2,COc1ccc(C(=O)OC(COc2ccccc2)Cn2ccnc2)cc1 (centres undefined)
x,3,Cc1ccc(S(=O)(=O)N(CC(=O)N2CCOCC2)C2CCCCC2)cc1
52,2,CCCCc1c(C)nn(-c2nnc3c4ccccc4n(CC)c3n2)c1C
x,10,COc1ccc(NC(=O)CN(c2ccc(C)c(Cl)c2)S(C)(=O)=O)cc1OC
x,-18,CC(C)COc1ccc(C(=O)NCC2(c3ccccc3)CCCC2)cc1
92,-14,CS(=O)(=O)N(CC(=O)O)c1cccc(Cl)c1

# (continued)
BAP1 block,HePTP inhibitor,SMILES
122,0,Fc1ccc(C2=Nn3c(nnc3-c3n[nH]c4c3CCC4)SC2)cc1
95,-13,Cc1cc(C)c(S(=O)(=O)N(C)CC(N)=O)c(C)c1
x,-18,CCN(CC)S(=O)(=O)c1ccc(NC(=O)c2ccc(Cl)cc2)cc1
114,x,Brc1nc(Br)c(Br)c(Br)c1Br
x,7,COc1cc(NC(C)=O)c(Cl)cc1NC(=O)c1ccccc1
85,4,Cc1c(-n2cc(C(=O)c3ccccc3O)cc(C#N)c2=O)c(=O)n(-c2ccccc2)n1C
74,5,CN1C(=O)CSc2ccc(NC(=O)NCc3ccco3)cc21
130,-1,Cc1cc(C)n(CC(=O)NCc2cc(-c3nn(C)c(=O)c4ccccc34)ccc2C)n1
89,10,O=C(c1ccccc1)c1c[nH]c2cc3c(cc2c1=O)OCCO3
x,-2,CN1CCN(c2ncnc3c2sc2nc(N4CCCC4)c4c(c23)CC(C)(C)OC4)CC1

# Exported with tabs: 5 of the compounds above
structure	BAP1 block	HePTP inhibitor
O=C(CCCN1C(=O)c2ccccc2C1=O)Nc1ccccn1	120	4
COc1ccc(C(=O)OC(COc2ccccc2)Cn2ccnc2)cc1 (centres undefined)	98	2
Cc1c(N2C(=O)/C(=C/c3ccc(F)cc3)SC2=S)c(=O)n(-c2ccccc2)n1C	x	4
CC(C)C(NS(=O)(=O)c1ccc2c3c(cccc13)C(=O)N2)C(=O)O (centres undefined)	73	2
CCOC(=O)c1c(N)n(-c2ccc(OC)cc2)c2nc3ccccc3nc12	x	-3

# Next section
BAP1 block,HePTP inhibitor,SMILES
130,x,CCn1c(SCc2ccccc2)nc2c1c(=O)[nH]c(=O)n2C
x,8,COc1ccc(CCNc2cc(N3CCN(C(=O)c4ccc(Br)cc4)CC3)ccc2[N+](=O)[O-])cc1OC
107,6,Cc1cccc(C)c1NC1=NC(C)(C)N=C(N)N1
116,-5,CC(C)Cn1c(N)c(C(=O)COC(=O)c2ccncc2)c(=O)n(C)c1=O
x,4,COc1cc(/C=C2\C(=O)NC(=O)N(c3ccc(C)cc3)C2=O)ccc1OCc1ccc([N+](=O)[O-])cc1
263,12,Cn1c(C(=O)Nc2ccc3c(c2)OCO3)cc2c(=O)n(C)c3ccccc3c21
x,11,Cc1ccc(S(=O)(=O)ON=C2C=CC(=O)C=C2)cc1
58,-10,CCOC(=O)N1CCN(C(=O)c2cc(-n3cnnc3)ccc2Cl)CC1
x,8,Clc1ccc(OCCSc2ncnc3nc[nH]c23)cc1
84,-5,O=C(c1ccco1)N1CCN(C(c2cccs2)c2nnnn2C2CCCCC2)CC1 (centres undefined)

# Additional structures:
BAP1 block,HePTP inhibitor,SMILES
60,x,O=C(c1cccc(S(=O)(=O)Nc2ccc(Cl)cc2)c1)N1CCCc2ccccc21
x,3,COc1ccc(NC(=O)C(=O)NCc2ccco2)cc1OC
x,9,COc1ccc(CCNC(=O)CC(=O)N/N=C/c2ccco2)cc1OC
123,-5,O=c1nc(N2CCCCC2)nc2n1CCO2
94,2,COc1ccccc1C1NC(=O)NC(C)=C1C(=O)Nc1cccc(C)c1C (centres undefined)
x,10,CC(Oc1cccc(Cl)c1)C(=O)Nc1nncs1 (centres undefined)
x,8,COc1ccc(CN2CCN(Cc3ccc4ccccc4c3)CC2)c(OC)c1
99,-3,c1ccc(OCc2nn3c(-c4ccncc4)nnc3s2)cc1
x,7,O=Cc1cc(-c2ccccc2)oc1Cl
109,10,COC(=O)C(C(=O)Nc1ccc(OC)cc1)C1CCCCCC1 (centres undefined)

# Three of the compounds above, tab-delimited:
molecule	BAP1 block	HePTP inhibitor
COc1ccc(CCNC(=O)CC(=O)N/N=C/c2ccco2)cc1OC	x	9
O=c1nc(N2CCCCC2)nc2n1CCO2	123	-5
COc1ccccc1C1NC(=O)NC(C)=C1C(=O)Nc1cccc(C)c1C (centres undefined)	94	2

# Carrying on.
BAP1 block,HePTP inhibitor,SMILES
104,9,O=C(CCNC(=O)c1ccc(Br)o1)NCc1ccccc1Cl
82,-1,O=C(Nc1cccnc1)c1cccc(NC(=O)c2ccco2)c1
51,7,CCn1c(=O)c(C(=O)CN2CCCc3ccccc32)c(N)n(Cc2ccccc2)c1=O
x,-3,CC12C(=O)C(C)(C(c3ccccc3)=C1c1ccccc1)C1C(=O)N(c3cccc(C(F)(F)F)c3)C(=O)C12 (centres undefined)
117,x,O=C(NCc1ccccc1)c1ccc(Cl)c(S(=O)(=O)N2CCOCC2)c1
75,x,COc1cc(OC)cc(C(=O)Nc2ccc(C)cc2C)c1
99,2,COc1ccc(-n2c(COc3ccccc3)nnc2SCC(N)=O)cc1
x,11,CCOC(=O)C1CCN(C2CC(=O)N(c3ccc(F)cc3)C2=O)CC1 (centres undefined)
149,2,CC(=O)C1=C(O)C(=O)N(CC2CCCO2)C1c1ccccc1 (centres undefined)
x,-6,COc1ccc(CN2CCN(c3c4c(c(C#N)c5nc6ccccc6n35)CCC4)CC2)cc1

# Following part.
BAP1 block,HePTP inhibitor,SMILES
56,14,Cc1ccc(S(=O)(=O)Cn2nnnc2CN2CCCC3(CCCCC3)C2)cc1
x,-2,CN(C)CC(=O)C12CC3CCC(CC(C3)C1)C2
67,21,CCCc1nnc2n1N=C(c1ccc(-c3cc(Cl)ccc3Cl)o1)CS2
x,-8,C=CCNc1ncnc2c1[nH]c1ccc(C)cc12
96,6,CC(=O)c1c(C)[nH]c(C(=O)NCCC2=CCCCC2)c1C
x,0,CCOc1cc(/C=C2/C(=O)NN(c3ccc(Br)cc3)C2=O)ccc1O
99,11,CCN1CCN(c2cc(=O)n(-c3cc(Cl)ccc3C)c(=O)[nH]2)CC1
x,7,O=C(Nc1sc2c(c1C(=O)Nc1ccccc1)CCC2)c1cccc(Br)c1
x,-11,CC(=O)NC(=O)c1ccccc1OCc1ccc([N+](=O)[O-])cc1
x,0,COc1ccc(C2Nc3ccccc3C(=O)N2c2ccccc2)cc1COc1ccccn1 (centres undefined)

# Next section.
BAP1 block,HePTP inhibitor,SMILES
x,6,O=C1/C(=C/c2ccc3c(c2)OCO3)SC(=S)N1c1ccc(F)cc1
93,6,CCOC(=O)C1CCCN(c2c(N3CCN(c4ccccn4)CC3)c(=O)c2=O)C1 (centres undefined)
97,6,FC(F)(F)c1nnc2ccc(N3CCCCCC3)nn12
125,4,Oc1ccccc1CN1CCCN(Cc2ccccc2O)C1
77,8,COc1ccc2ccccc2c1C1NC(=S)NC(C)=C1C(=O)Nc1ccccc1C (centres undefined)
x,-8,COc1ccc(S(=O)(=O)N(CCc2ccccc2)CC(=O)Nc2ccc(C)c(C)c2)cc1
x,-2,COC(=O)C1=C(O)/C(=C/c2cc(C)n(-c3cc(Cl)ccc3Cl)c2C)N=C1C
98,4,O=C(O)c1oc2ccccc2c1-n1cccc1
85,5,Cc1nn(-c2ccccc2)c2[nH]c(C(F)(F)F)cc(=O)c12
171,x,COC(=O)C1=C(C)Nc2nnnn2C1c1ccccc1 (centres undefined)

# New compounds follow:
BAP1 block,HePTP inhibitor,SMILES
x,-2,Cc1ccc(S(=O)(=O)NC(C)(C)C(=O)O)cc1
82,2,COc1cccc(Cn2c(Oc3cccc(C)c3)nc3c2c(=O)n(C)c(=O)n3C)c1
90,9&8,COc1ccccc1OCCOc1ccc(/C=N/n2cnnc2)cc1
x,5,Cc1ccc(NC(=O)CSc2nnc(-c3ccccc3)c(-c3ccccc3)n2)cc1
x,-3,CC(C)CNC(=O)CCCOc1ccc(Cl)cc1Cl
x,4,COCCOC(=O)C1=C(C)NC(C)=C(C(=O)OCCOC)C1c1ccc(-c2cccc(Cl)c2)o1
61,x,Cc1c(C(=O)N2CCc3ccccc3C2)sc2nc(-c3ccccc3)cn12
92,-1,Cc1cc2nc(NC3=NCN(CCCN4CCOCC4)CN3)nc(C)c2cc1C
101,2,Cc1ccc(S(=O)(=O)N[C@@H](C)C(=O)N2CCC(C(=O)N3CCC[C@H]3C(=O)O)CC2)cc1
x,-10,COc1ccc(N(CC(=O)Nc2ccc(Oc3ccccc3)cc2)S(C)(=O)=O)c(OC)c1

# New compounds follow:
BAP1 block,HePTP inhibitor,SMILES
x,-3,Cc1cc(C)cc(N2C(=O)NC(=O)/C(=C\c3cc(Br)c(O)c([N+](=O)[O-])c3)C2=O)c1
126,10,O=C1CN(Cc2ccccc2)C(=NCc2ccco2)S1
x,0,O=C(Nc1ccccc1)N(CCCN1CCOCC1)Cc1cc2cc3c(cc2[nH]c1=O)OCCO3
126,10,COc1cccc(NS(=O)(=O)c2ccc(NC(C)=O)cc2)c1
124,9,COc1ccc(COn2c(=O)c(C)[n+]([O-])c3ccccc32)cc1OC
88,2,COc1cccc(CNc2ccc3c(c2)ncn3C(C)C)c1OC
x,-8,Cc1ccc(C(=O)/C=C/c2ccc(-c3ccc(Cl)cc3)o2)cc1
x,-10,CCOc1ccc(/C=N/NC(=O)c2ccc(C(=O)N/N=C/c3ccc(OCC)c(OC)c3)o2)cc1OC
89,-9,CN(Cc1ccccc1)Cc1nc2c(c(=O)n(C)c(=O)n2C)n1Cc1ccc(F)cc1
102,9,CCCCCCOc1ccc(C(CC(=O)O)C(N)=O)cc1 (centres undefined)

# More compounds.
BAP1 block,HePTP inhibitor,SMILES
98,4,CC(O)(C#CCN1CCOCC1)c1ccccc1 (centres undefined)
102,2,COc1cccc(C(=O)N2CCN(c3ncccn3)CC2)c1
106,-6,CCOC(=O)C1CCN(C(=O)CN2C(=O)C(CC)Oc3ccccc32)CC1 (centres undefined)
x,2,COc1ccc(N2C(=O)NC(=O)/C(=C/c3cc([N+](=O)[O-])cc(OC)c3O)C2=O)cc1
91,8,Cn1c(=O)c2c(nc(SCCOc3ccc4ccc(=O)oc4c3)n2C)n(C)c1=O

# Entries of single compounds, quoted from the list. Values in the order: BAP1 block	HePTP inhibitor
# Profile of CCOC(=O)C1CCN(C(=O)CN2C(=O)C(CC)Oc3ccccc32)CC1 (centres undefined) = 106	-6
# Profile of CC(O)(C#CCN1CCOCC1)c1ccccc1 (centres undefined) = 98	4
# Profile of COc1cccc(C(=O)N2CCN(c3ncccn3)CC2)c1 = 102	2
# Profile of COc1ccc(N2C(=O)NC(=O)/C(=C/c3cc([N+](=O)[O-])cc(OC)c3O)C2=O)cc1 = x	2
# Profile of Cn1c(=O)c2c(nc(SCCOc3ccc4ccc(=O)oc4c3)n2C)n(C)c1=O = 91	8

# Random draw from the library; any-hit rate near 0.7%.
